# Assay outcomes deposited in PubChem by National Center for Advancing Translational Sciences (NCATS).
# D1 antagonist: blocks dopamine activation of the human D1 receptor. HEK293 TREx D1 cells, calcium flux, dopamine EC80; stronger effect = lower value. P21728. actives 3.2% (n = 360,000). activity change, negative = inhibition, % at 10 µM; in the data active = activity change below about -30%; note: % is set by controls: 0 for no effect and ±100 for the full control effect
#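 After overnight tetracycline induction at 30 C, force-coupled D1 HEK293 cells took up a no-wash calcium dye at room temperature. Compounds were added and monitored 180 s, and the response to EC80 dopamine was then recorded.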
# RXFP1 antag: RXFP1 (human) relaxin receptor antagonism | Q9HBX9 | HEK293-RXFP1, relaxin-stimulated cAMP HTRF, 30 min; stronger effect = lower value | activity change, negative = inhibition, % at 57.5 µM | actives 0.59% (n = 350,000) | AID 1259400;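 active = activity change of -60% or lower, but not beyond a set lower limit; inconclusive = change between -60% and -40%, or beyond the set limit; inactive = change above -40%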; note: % is set by controls: 0 for no effect and ±100 for the full control effect
# D1 PAM: enhances dopamine response at the human D1 receptor | P21728 | actives 0.036% (n = 360,000) | HEK293 TREx D1 cells, calcium flux, dopamine EC20 potentiation | potentiation, % at 10 µM; in the data active = potentiation above about 30%; note: 0% is about no effect
# D2 ag: D2 dopamine receptor (human) agonism | P14416 | HEK293 T-REx D2 cells, calcium flux agonist mode | activation, % at 2 µM | actives 0.53% (n = 340,000);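 active = activation over 3 SD above normal in the single-dose calcium agonist read, cut at about 30% in these data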; note: 0% is about no effect
# Target sequence (P14416 whole entry, looked up): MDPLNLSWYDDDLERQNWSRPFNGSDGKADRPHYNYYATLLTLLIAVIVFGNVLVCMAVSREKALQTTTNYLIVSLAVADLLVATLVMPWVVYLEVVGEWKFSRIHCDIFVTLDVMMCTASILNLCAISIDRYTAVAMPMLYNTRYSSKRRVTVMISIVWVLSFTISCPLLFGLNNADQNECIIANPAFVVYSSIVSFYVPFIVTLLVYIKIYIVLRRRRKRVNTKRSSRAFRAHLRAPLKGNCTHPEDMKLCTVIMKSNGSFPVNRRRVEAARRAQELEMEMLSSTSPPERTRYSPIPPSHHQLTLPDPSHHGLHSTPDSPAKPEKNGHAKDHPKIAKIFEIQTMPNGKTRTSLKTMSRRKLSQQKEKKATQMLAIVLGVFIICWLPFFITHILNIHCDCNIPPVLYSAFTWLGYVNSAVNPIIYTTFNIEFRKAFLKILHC
#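 Calcium-flux readout, 1 cycle/sec over 180 s following compound pin transfer, in inducible HEK293 Trex D2 cells (force-coupled); dopamine controls included. Positive calcium responses during this window marked compounds as potential agonists.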
# D1 agonist: agonists of human D1 dopamine receptor | P21728 | HEK293 T-REx D1 cells, calcium flux, agonist mode | activation, % at 2 µM | actives 1% (n = 360,000) | AID 504660; note: 0% is about no effect
#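 Tetracycline-induced HEK293 TREx D1 cells, force-coupled to calcium signalling, were dye-loaded with a no-wash calcium kit. Compound was pin-added after a 10 s baseline. Fluorescence was read kinetically at 1 cycle/s for 180 s, with calcium rises flagged as agonism.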
# TRHR ag: agonists of human TRH receptor; AID 493084; TRHR cells, calcium flux fluo-8, FDSS agonist mode; P34981; activation, % at 2 µM; actives 0.18% (n = 360,000); note: 0% is about no effect
# Target sequence (P34981 whole entry, looked up): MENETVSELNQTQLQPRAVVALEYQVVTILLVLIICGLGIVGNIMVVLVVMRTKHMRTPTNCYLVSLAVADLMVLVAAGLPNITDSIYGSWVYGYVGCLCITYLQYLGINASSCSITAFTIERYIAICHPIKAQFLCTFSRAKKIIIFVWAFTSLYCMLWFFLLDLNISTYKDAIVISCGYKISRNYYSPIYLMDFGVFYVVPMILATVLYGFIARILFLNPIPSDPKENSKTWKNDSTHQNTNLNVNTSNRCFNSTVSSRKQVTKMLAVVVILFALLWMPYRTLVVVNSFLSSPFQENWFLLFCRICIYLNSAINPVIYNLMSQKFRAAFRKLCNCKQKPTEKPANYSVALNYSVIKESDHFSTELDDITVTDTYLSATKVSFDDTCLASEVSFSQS
#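 Agonist-mode FDSS calcium read (Ex 480/Em 530, 1 s cycles) in 1536-well TRHR cells with fluo-8 dye, after 10-cycle baseline and 23 nL compound addition; TRH at EC20 (10 nM final) added afterwards for the enhancer phase.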
# TRHR PAM: allosteric enhancers of human TRH receptor; actives 0.66% (n = 360,000); P34981; enhancement, % at 2 µM; TRHR cells, fluo-8 calcium fluorescence, EC20 TRH enhancement; in the data active = enhancement above about 30%; note: 0% is about no effect
#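 Enhancer read-out: after compound pinning and an initial kinetic agonist-mode read, an EC20 of TRH (10 nM final) was injected and fluo-8 calcium signal (Ex 480/Em 530) followed at 1 s/cycle for 100 cycles in TRHR-expressing cells.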
# D2 antag: antagonists of human D2 dopamine receptor; inhibition, % at 10 µM; P14416; HEK293 TREx D2 cells, calcium flux, dopamine EC80; actives 2% (n = 340,000); in the data active = inhibition above about 30%; note: 0% is about no effect
#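 Inhibition of EC80 dopamine-driven calcium flux, recorded kinetically, defines activity here; cells are a tetracycline-induced HEK293 T-REx line expressing force-coupled D2.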
# D2 potentiator: D2 dopamine receptor (human) potentiation; HEK293 T-REx D2, calcium flux, EC20 dopamine potentiation; potentiation, % at 10 µM; actives 0.34% (n = 340,000);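 active = potentiation over 3 SD above the plate norm, cut at about 30% in these data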; note: 0% is about no effect
#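 Potentiation of an EC20 dopamine calcium response measured kinetically over 180 s, after a preceding 180 s compound-only read flagging agonists. Cells: inducible Hek293 Trex D2 line, 4000/well, cultured overnight at 30 C before dye loading.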
# Active calls of the source: *; ? = inconclusive; / = no result given. Cut-off read from the data, not from the text of the source, unless noted: active = activation above about 30%; inactive = the rest. Not a hit list; about 7.3% have a hit in one of these screens.
# Preview, 14 compounds:
SMILES,D1 antagonist,RXFP1 antag,D1 PAM,D2 ag,D1 agonist,TRHR ag,TRHR PAM,D2 antag,D2 potentiator
Cc1cccc(-c2nc(CS(=O)CC(=O)NC(C)CCc3ccccc3)c(C)o2)c1 (configuration not stated),-7.4,15.5,0.5,-0.4,33.5*,-0.8,1.9,2.6,0.8
COc1ccc(-c2nc3ccccc3n2OCC(=O)O)cc1,0.7,-14.8,-0.5,-0.1,1.2,-0.4,-1.3,7.6,1.1
Cc1nc2ccc(S(=O)(=O)NC(C(=O)N3CCCCCC3)C(C)C)cc2s1 (configuration not stated),16.3,/,-4.4,-0.2,2.4,0.3,-1.4,1.9,1.7
Cc1ccc2nc(N(Cc3cccnc3)C(=O)c3cccs3)sc2c1,/,4.8,-3.8,0.6,8.0,0.5,-9.3,/,-5.1
CCCCN(C(=O)C1=NN(c2ccccc2)C(=O)CC1)c1c(N)n(CC(C)C)c(=O)[nH]c1=O,7.5,3.9,3.6,0.2,1.6,0.0,4.5,1.8,20.0
O=C1N(c2ccc(Cl)cc2)C(c2ccc(Cl)cc2)N2CCCN12 (configuration not stated),13.5,-38.2,0.4,0.0,1.8,0.1,9.9,7.9,2.2
Cc1ccc(C[n+]2cc(-c3ccc(Cl)cc3)n3c2CCC3)cc1,-2.7,-16.8,-0.2,0.7,1.0,-0.9,-8.4,13.4,-23.6
Cc1cccc(N(CC(=O)NC2CCCCC2)C(=O)CCCC(=O)Nc2ccccn2)c1C,-5.2,7.2,0.2,0.3,-3.4,-0.2,-2.9,11.5,-10.1
O=C(Nc1ccc2c(c1)OCO2)c1cnn2cccnc12,0.0,-10.0,1.2,-0.3,1.3,0.1,-4.4,68.9*,28.2
O=C(COc1ccc(S(=O)(=O)N2CCOCC2)cc1)NCCc1ccccc1,1.8,-11.2,-7.8,-0.3,4.1,-0.2,1.1,-8.8,5.5
Cc1cc(NC(=O)CN2CCCC(C)C2)no1 (configuration not stated),8.8,-9.6,-0.8,-0.8,2.8,-0.2,-6.4,-7.7,9.3
O=C1/C(=C\c2ccc(O)cc2)SC(=S)N1c1cccnc1,-2.0,-21.2,-5.8,13.1,66.0*,36.2*,-2.4,8.2,8.1
CC(=O)Nc1ccc(NC(=O)C(C)OC(=O)CNS(=O)(=O)/C=C/c2ccc(C)cc2)cc1 (configuration not stated),9.4,-19.0,-0.8,-0.4,-2.2,0.2,-3.4,1.8,-3.5
COc1ccc(CNS(=O)(=O)CCNC(=O)c2ccc3c(c2)OCO3)cc1,-7.1,0.9,-5.0,0.6,0.0,-0.5,1.5,7.2,-3.0

# This part in full, from the first entry:
SMILES,D1 antagonist,RXFP1 antag,D1 PAM,D2 ag,D1 agonist,TRHR ag,TRHR PAM,D2 antag,D2 potentiator
Cc1cccc(-c2nc(CS(=O)CC(=O)NC(C)CCc3ccccc3)c(C)o2)c1 (configuration not stated),-7.4,15.5,0.5,-0.4,33.5*,-0.8,1.9,2.6,0.8
COc1ccc(-c2nc3ccccc3n2OCC(=O)O)cc1,0.7,-14.8,-0.5,-0.1,1.2,-0.4,-1.3,7.6,1.1
Cc1nc2ccc(S(=O)(=O)NC(C(=O)N3CCCCCC3)C(C)C)cc2s1 (configuration not stated),16.3,/,-4.4,-0.2,2.4,0.3,-1.4,1.9,1.7
Cc1ccc2nc(N(Cc3cccnc3)C(=O)c3cccs3)sc2c1,/,4.8,-3.8,0.6,8.0,0.5,-9.3,/,-5.1
CCCCN(C(=O)C1=NN(c2ccccc2)C(=O)CC1)c1c(N)n(CC(C)C)c(=O)[nH]c1=O,7.5,3.9,3.6,0.2,1.6,0.0,4.5,1.8,20.0
O=C1N(c2ccc(Cl)cc2)C(c2ccc(Cl)cc2)N2CCCN12 (configuration not stated),13.5,-38.2,0.4,0.0,1.8,0.1,9.9,7.9,2.2
Cc1ccc(C[n+]2cc(-c3ccc(Cl)cc3)n3c2CCC3)cc1,-2.7,-16.8,-0.2,0.7,1.0,-0.9,-8.4,13.4,-23.6
Cc1cccc(N(CC(=O)NC2CCCCC2)C(=O)CCCC(=O)Nc2ccccn2)c1C,-5.2,7.2,0.2,0.3,-3.4,-0.2,-2.9,11.5,-10.1
O=C(Nc1ccc2c(c1)OCO2)c1cnn2cccnc12,0.0,-10.0,1.2,-0.3,1.3,0.1,-4.4,68.9*,28.2
O=C(COc1ccc(S(=O)(=O)N2CCOCC2)cc1)NCCc1ccccc1,1.8,-11.2,-7.8,-0.3,4.1,-0.2,1.1,-8.8,5.5
Cc1cc(NC(=O)CN2CCCC(C)C2)no1 (configuration not stated),8.8,-9.6,-0.8,-0.8,2.8,-0.2,-6.4,-7.7,9.3
O=C1/C(=C\c2ccc(O)cc2)SC(=S)N1c1cccnc1,-2.0,-21.2,-5.8,13.1,66.0*,36.2*,-2.4,8.2,8.1
CC(=O)Nc1ccc(NC(=O)C(C)OC(=O)CNS(=O)(=O)/C=C/c2ccc(C)cc2)cc1 (configuration not stated),9.4,-19.0,-0.8,-0.4,-2.2,0.2,-3.4,1.8,-3.5
COc1ccc(CNS(=O)(=O)CCNC(=O)c2ccc3c(c2)OCO3)cc1,-7.1,0.9,-5.0,0.6,0.0,-0.5,1.5,7.2,-3.0
COc1ccc(/C=C2\SC(=O)N(CCC(=O)N3CCCCC3)C2=O)cc1OC,4.4,-4.0,-7.8,-0.8,5.4,0.3,3.7,8.1,-25.7
Cc1ccc(CSc2nc3cccnc3n2Cc2ccc(C(=O)NCc3cccs3)cc2)cc1,4.7,-2.9,-2.5,0.1,1.9,0.4,-3.5,/,-9.8
O=C(Cc1ccc(Cl)cc1)NCCN1CCCC1,-15.4,-14.2,-4.8,-0.5,0.3,-0.6,2.4,13.0,-0.2
O=C(CSc1nc(-c2cccs2)cc(C(F)(F)F)n1)NCc1ccccc1,-4.4,3.8,-0.9,1.0,3.4,1.3,1.7,0.8,-4.3
CCn1c(SCC(=O)Nc2ccccc2F)nnc1-c1cnccn1,-8.3,-9.6,-5.6,0.9,3.8,-0.1,0.4,-2.1,6.9
CCN(CC(=O)Nc1ccc(S(=O)(=O)N2CCOCC2)cc1)Cc1ccccc1,-3.5,3.1,1.9,0.0,-0.8,-0.3,-15.3,5.5,1.6
Cc1c(C(=O)Nc2ccncc2)sc2nc(-c3ccccc3)cn12,-33.5*,-1.7,-7.7,1.2,16.9,1.1,0.5,-7.3,-14.8
CCCCc1nc2ccccc2n1CC(=O)NN,4.6,8.9,-6.9,1.0,-1.0,-1.6,1.4,-7.8,-5.2
O=C(CC(NC(=O)c1ccccc1)c1ccccc1)Nc1ccc(F)c(F)c1 (configuration not stated),1.7,?,-0.4,/,7.5,0.6,7.6,/,/
O=C(CCCN1C(=O)CCC1=O)Nc1ccc(Cl)c(C(F)(F)F)c1,-15.5,7.0,-8.0,-1.4,11.0,-2.6,-2.9,11.0,/
CCN1C(=O)[C@@H]2[C@@H](c3ccc(-c4ccc(F)cc4)c(OC)c3)N3CCCC[C@@]3(C(=O)OC)[C@@H]2C1=O,4.6,/,-1.4,0.9,4.8,1.1,3.3,-0.3,5.2
COc1ccc(C2=NOC(C(=O)NCC(C)C)C2)cc1 (configuration not stated),-18.6,2.3,2.7,0.6,2.9,0.0,-0.4,-3.7,-3.2
COC(=O)COC(=O)c1ccc(-n2nnnc2SC)cc1,-8.4,10.7,-10.1,/,3.7,0.2,6.5,/,/
CS(=O)(=O)n1nc(-c2ccc(Cl)cc2)nc1SCc1ccccc1,8.3,-7.7,1.1,0.4,3.0,1.7,3.0,3.2,2.2
COC(=O)CNC(=O)COC(=O)c1cc(F)c(F)cc1Cl,-3.7,-0.4,-0.8,/,0.4,-0.6,12.1,/,/
O=C1CSC(=S)N1/N=C/c1c(F)cccc1F,-21.1,-5.1,/,3.7,3.0,0.5,3.0,-18.0,0.0
O=C(c1ccco1)N1CCN(S(=O)(=O)c2ccccc2[N+](=O)[O-])CC1,0.4,-3.9,0.6,0.1,2.8,0.0,-1.6,5.3,1.8
CCN1C(=O)[C@H]2[C@@H](c3ccc(-c4ccc(OC)cc4)cc3)N[C@@](CC(C)C)(C(=O)OC)[C@H]2C1=O,4.3,/,5.5,0.4,3.6,0.5,-4.4,-0.5,15.1
CCCCC(=O)Nc1nc2ccc(C(=O)OC)cc2s1,-3.0,-8.5,-2.0,-0.3,13.2,-0.5,-6.0,5.7,-2.4
Cc1ccsc1-c1nc(-c2ccccc2)c(-c2ccccc2)[nH]1,6.9,-8.0,-4.2,0.3,2.3,-0.3,-11.7,15.7,1.9
Cc1ccccc1CNC(=O)CN(c1cccc([N+](=O)[O-])c1)S(C)(=O)=O,-16.9,-0.5,-0.5,/,4.0,-0.2,-13.0,/,/
O=C(C1CCCN1S(=O)(=O)c1ccc(Cl)c(Cl)c1)N1CCCCC1 (configuration not stated),-1.4,-9.5,-3.2,-0.1,0.4,-0.2,13.7,7.1,-3.0
COc1cccc(NC(=O)CN(C)C(=O)CC(C)c2ccccc2)c1 (configuration not stated),-3.1,5.4,-6.0,-0.8,5.4,2.2,6.0,6.8,-1.3
O=c1[nH]c2ccc(S(=O)(=O)N3CCN(C4CCCCC4)CC3)cc2[nH]c1=O,4.1,-6.6,2.5,0.5,-1.1,0.4,8.6,4.1,-4.2
O=C(Nc1nc2ccccc2s1)C1CCN(C(=O)c2ccco2)CC1,-10.4,1.7,-7.4,0.6,6.2,0.3,-1.8,-17.4,-5.1
CCc1ccc(C(=O)CN(C#N)c2nc(C)cc(C)n2)cc1,1.4,0.1,-0.2,1.1,-1.3,-0.3,6.4,0.3,-5.1
CC1=NOC(=O)/C1=C\c1ccc(-c2ccccc2Br)o1,4.4,-9.4,-0.9,0.7,-0.1,0.7,3.5,-7.6,/
COc1ccc(/C=N/NC(=O)COc2ccccc2-c2ccccc2)cc1,-3.9,-1.4,-4.2,0.4,6.5,0.0,-0.1,39.5*,5.6
CC(=O)Nc1cc(C(=O)N2CCCC2)ccc1S(=O)(=O)c1ccc(Cl)cc1,-2.7,-11.0,-2.2,-0.4,0.1,-1.9,12.0,-5.0,7.8
CCOC(=O)C1C(=O)NC(N2CCCCC2)=NC1c1ccco1 (configuration not stated),14.7,-10.9,-1.0,0.3,-0.5,0.3,-20.9,8.5,-0.8
